# High-throughput results: PubChem, several laboratories
# MEX-5 binding = C. elegans MEX-5 TCR-2 RNA binding activity; MEX-5/FITC-TCR2 RNA binding, fluorescence polarization; stronger effect = lower value; activity score (negative = inhibition of binding), % at 10 µM; 300,000 compounds, 0.38% hits; AID 1832;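 active = inhibition past about -25% in most replicates, and total fluorescence under double the plate's negative control median, limit read from the data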;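 also: 0% = DMSO and -100% = 5 µM competing unlabeled TCR2 RNA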
# Target sequence (Q9XUB2 whole entry, looked up): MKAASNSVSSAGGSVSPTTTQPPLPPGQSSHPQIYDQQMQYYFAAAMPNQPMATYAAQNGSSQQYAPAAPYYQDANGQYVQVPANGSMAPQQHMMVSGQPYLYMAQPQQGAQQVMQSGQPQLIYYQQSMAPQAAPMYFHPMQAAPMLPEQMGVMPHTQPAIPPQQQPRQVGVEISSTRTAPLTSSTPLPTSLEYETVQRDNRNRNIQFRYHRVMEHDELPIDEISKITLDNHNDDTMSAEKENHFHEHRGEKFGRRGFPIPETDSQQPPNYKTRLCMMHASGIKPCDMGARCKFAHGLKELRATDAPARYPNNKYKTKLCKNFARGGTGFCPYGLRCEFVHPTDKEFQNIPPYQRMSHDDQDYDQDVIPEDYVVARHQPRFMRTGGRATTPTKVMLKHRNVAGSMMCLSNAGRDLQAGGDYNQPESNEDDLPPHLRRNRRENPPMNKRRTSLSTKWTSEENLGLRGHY
# Fam108B inh = Fam108B inhibition, counter-screen for RBBP9 inhibitors | recombinant Fam108B, FP-Rh probe fluorescence polarization | inhibition, % at 9.51 µM | 300,000 compounds, 0.33% hits | AID 1947;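 active = inhibition above the screen mean inhibition plus 3 SD, computed separately per campaign, cut at about 18% in these data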;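 also: inhibitors lower polarization as less probe binds the enzyme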
# GRK2 aptamer HTS = inhibitors of human GRK2 displacing RNA aptamer. bead flow cytometry, FAM-aptamer displacement from GRK2. inhibition of aptamer binding, % at 10 µM. AID 488847. 330,000 compounds, 0.59% hits;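 active = inhibition of aptamer binding above 40%, roughly 3 SD of noise, on plates passing a quality check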;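 also: median bead fluorescence of bound FAM aptamer so fluorescent compounds give negative values; no value below 0 was filed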
# MCL1 BIM primary = inhibitors of human MCL1 binding to BIM-BH3 peptide | AID 2057 | GST-MCL1 / FITC-Bim-BH3 fluorescence polarization | 320,000 compounds, 0.68% hits | inhibition, % at 10.9 µM;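 active = inhibition above the mean inhibition of all tested compounds plus 3 SD, set per campaign, cut at about 40% in these data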;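 also: 0% = DMSO wells and 100% = unlabeled Bim-BH3 peptide control; higher means more loss of mP so more displacement of Bim peptide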
# Target sequence (Q07820 whole entry, looked up): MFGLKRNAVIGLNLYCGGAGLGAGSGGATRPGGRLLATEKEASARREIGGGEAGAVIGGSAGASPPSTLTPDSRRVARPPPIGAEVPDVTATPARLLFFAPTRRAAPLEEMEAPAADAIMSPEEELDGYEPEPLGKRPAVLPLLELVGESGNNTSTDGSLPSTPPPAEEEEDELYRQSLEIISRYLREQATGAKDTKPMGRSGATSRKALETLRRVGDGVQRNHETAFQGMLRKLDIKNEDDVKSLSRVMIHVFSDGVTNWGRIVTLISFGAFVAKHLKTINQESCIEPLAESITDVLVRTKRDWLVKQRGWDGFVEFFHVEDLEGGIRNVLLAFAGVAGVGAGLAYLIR
# BCLXL inh = Bcl-xL (human) inhibition | Q07817 | GST-Bcl-xL / FITC-Bim BH3 peptide fluorescence polarization | inhibition, % at 10.9 µM | 320,000 compounds, 0.7% hits | AID 2129;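 active = inhibition above the mean of all tested compounds plus 3 SD, cutoff set per campaign, cut at about 30% in these data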;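 also: 0% = DMSO wells and 100% = unlabeled Bim-BH3 peptide competitor; inhibitors lower millipolarization by displacing the labeled peptide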
# Target sequence (Q07817 whole entry, looked up): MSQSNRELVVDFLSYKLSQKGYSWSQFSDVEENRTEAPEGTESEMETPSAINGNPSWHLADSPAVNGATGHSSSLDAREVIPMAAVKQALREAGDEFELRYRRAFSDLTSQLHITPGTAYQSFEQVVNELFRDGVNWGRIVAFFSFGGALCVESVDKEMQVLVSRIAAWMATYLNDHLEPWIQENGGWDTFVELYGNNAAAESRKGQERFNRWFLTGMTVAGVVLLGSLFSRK
# CIT2-GFP yeast = modulators of TOR pathway CIT2-GFP in S. cerevisiae | GFP response vs DMSO, % at 10 µM | 320,000 compounds, 0.065% hits | S. cerevisiae CIT2-GFP strain, flow cytometry, 3 h; 100 means same as DMSO wells;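 active = GFP response relative to DMSO above a set limit, near the screen mean plus 3 SD, cut at about 150% in these data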;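 also: ratio of well median GFP fluorescence to mean of DMSO wells on the plate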
# AGP1 TOR yeast = alters AGP1-GFP fluorescence in TOR pathway yeast screen; GFP response vs DMSO, % at 10 µM; S. cerevisiae AGP1-GFP multiplex flow cytometry, 3 h; GFP as percent of DMSO wells; 320,000 compounds, 0.02% hits;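 active = GFP response relative to DMSO above a set limit, near screen average plus 3 SD, cut at about 150% in these data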;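 also: median GFP channel fluorescence of the gated AGP1 strain per well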
# GLD-1 TGE inh = GLD-1-TGE RNA interaction inhibition (C. elegans); 320,000 compounds, 0.44% hits; Q17339; purified GLD-1 + fluorescein TGE RNA, fluorescence polarization; AID 2280; inhibition, % at 5.96 µM;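 active = percent inhibition above a per-plate cutoff, the plate mean of test compounds plus 3 SD, cut at about 30% in these data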;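 also: 0% = DMSO wells with GLD-1 and probe and 100% = wells lacking GLD-1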
# VLA-4 inh = inhibition in a human VLA-4 binding assay | inhibition, % (about 7 µM as worked out from the volumes in the protocol) | VLA-4 expressing cells, ligand binding flow cytometry | P13612 | 330,000 compounds, 0.2% hits | AID 2557; in the data active = inhibition above about 50%
# Numbers without * were called inactive; · = no result given; & = joins results of further samples; [ ] = dose if it differs, or a comment.
SMILES,MEX-5 binding,Fam108B inh,GRK2 aptamer HTS,MCL1 BIM primary,BCLXL inh,CIT2-GFP yeast,AGP1 TOR yeast,GLD-1 TGE inh,VLA-4 inh
Cc1nnc(N/N=C/c2ccc(Br)cc2)n1N,1.5,-1,1,-5,-5,103,99,0,1
Nc1n[nH]c(C(F)(F)F)c1-c1ccccc1,1.4,-2,2,1,1,99,103,-3,-5
CCOc1ccc(N(CC(=O)NCc2ccc(OC)cc2)S(C)(=O)=O)cc1,3.0,0,0,8,3,112,95,-1,-2
CCOC(=O)c1cnc2c(C)cc(Cl)cc2c1NCCCN1CCOCC1,4.4,9,2,0,3,113,112,-5,6
CCOc1ccc(S(=O)(=O)N2CCN(C(=O)c3sccc3C)CC2)cc1,1.7,-3,2,-13,0,107,105,-4,10
COc1ccc(NC(=O)/C(C#N)=C/c2ccc(-c3ccccc3C(=O)O)o2)cc1,0.2,3,2,-8,5,102,96,8,-1
COc1ccc(-c2noc(-c3cccnc3)n2)cc1OC,1.3,4,0,4,-1,101,102,-2,-2
COc1cccc(CNC(=O)C2CCN(S(=O)(=O)c3ccc4c(c3)CC(C)N4C(C)=O)CC2)c1 (centres undefined),1.4,-2,1,-1,3,103,99,-7,16
CCCCN1C(=O)C(CC(=O)NCC)SC1=Nc1ccccc1 (centres undefined),1.4,1,0,7,4,93,101,6,30
CC(=O)Nc1ccc(S(=O)(=O)N(Cc2ccco2)Cc2cc3ccccc3[nH]c2=O)cc1,-1.0,-2,10,10,7,108,104,-3,-6
COC(=O)c1ccc(C(=O)OC)c(NC(=S)N2CCN(c3ccccc3)CC2)c1,2.1,2,1,8,7,75,82,5,9
CCOc1ccc(C(=O)Nc2c3c(nn2-c2ccccc2)CS(=O)(=O)C3)cc1,1.7,-3,1,8,3,102[may fluoresce green],101[may fluoresce green],2,4
COC(=O)[C@]1(C)CCC[C@@]2(C)C3CC[C@]4(OC(C)=O)C[C@@]3(CCC21)CC4=O (some centres undefined),·,·,1,-3,0,90,97,-3,-1
CC1=NN(c2ccc(C)cc2C)C(=O)C1C(c1ccccc1)C1C(=O)N(c2ccc(C)cc2C)N=C1C (centres undefined),1.7,8,0,-4,5,97,101,3,-4
O=C(CN1CCN(c2ccccn2)CC1)NC1CCCC1,-6.2,-1,2,-2,0,97,105,4,3
CN(C)C(=O)Cn1c(SCC(=O)NCc2ccc3c(c2)OCO3)nc2ccccc21,-2.2,0,2,-2,-1,93,87,5,27
C=C(C)n1c(=O)n(Cc2ccccc2C)c2ccccc21,-0.8,-2,0,-1,5,102,104,-4,13
NC(=O)Cc1nc(-c2ccc(F)cc2)cs1,1.2,-2,0,3,5,98,110,7,22
N#Cc1nc(-c2ccco2)oc1N1CCN(Cc2ccccc2)CC1,1.2,-1,2,0,2,96,95,1,-5
O=C(NCCS(=O)(=O)NC1CCCCC1)c1ccc2c(c1)OCO2,0.9,0,1,-8,-1,90,103,-1,5
CC1(C(=O)O)COC(c2ccc(Cl)cc2)OC1 (centres undefined),-3.2,4,2,2,3,98,101,3,3
Cc1ccc(C)c(S(=O)(=O)N2CCCCC2CCNC(=O)C(=O)NCc2ccncc2)c1 (centres undefined),-2.3,-4,0,5,5,96,95,-3,-7
CN(c1ccc(C(=O)N2CCCCCC2)cc1)S(=O)(=O)c1ccccc1,·,·,0,3,7,94,103,2,4
Cc1ccc(NC(=O)c2ccccc2N(C)S(=O)(=O)c2ccccc2)c(C)c1,0.0,-5,4,-5,0,104,103,2,0
COc1ccc(C2=NNC(=Nc3cc(S(=O)(=O)N(C)C)ccc3C)SC2)c(OC)c1,2.3,-6,0,3,3,99,104,-9,-4

# (cont.)
SMILES,MEX-5 binding,Fam108B inh,GRK2 aptamer HTS,MCL1 BIM primary,BCLXL inh,CIT2-GFP yeast,AGP1 TOR yeast,GLD-1 TGE inh,VLA-4 inh
O=C1CCCCC(=O)N(c2ccccc2)c2ccccc21,0.0,1,0,4,2,105,100,5,-3
Cc1cccc(N2CC(C(=O)Nc3nnc(SCC(=O)NCC4CCCO4)s3)CC2=O)c1 (centres undefined),-3.7,2,3,6,8,105,100,6,-7
Nc1c(C2=NCCO2)nnn1Cc1ccccc1,-1.1,-2,4,-5,-4,94,102,-3,2
O=C(NCc1ccco1)C1CC2CCC1C2 (centres undefined),1.7,2,2,2,6,100,97,1,-1
CC(NC(=O)c1cccc(F)c1)C1CC2CCC1C2 (centres undefined),-0.4,0,4,10,9,78,90,-1,4
Nc1nonc1OCCOCCOCCOc1nonc1N,-3.2,1,0,-3,-5,88,96,-1,-5
O=C(Oc1ccccc1/C=C\C(=O)c1cc2ccccc2o1)c1cccc(F)c1,-0.2,-6,3,2,1,113,99,-4,3
N#Cc1cnn2c1nc(N1CCOCC1)c1ccccc12,-2.5,2,1,1,1,111,102,2,12
COc1ccc(Nc2ccccc2NC(=O)c2ccccc2Br)cc1,0.5,-4,0,-6,6,102,99,-7,-86
O=C(C[n+]1cc(-c2ccccc2)n2c1CCCCC2)c1ccc(Cl)cc1,0.7,1,0,-8,3,102,99,-1,-1
O=C(O)c1ccc(NCc2nc3ccccc3n2Cc2ccccc2)cc1,-1.2,0,17,-7,-2,93,99,-3,8
CC(C)CNC(=O)c1ccccc1-c1ccccc1C(=O)O,-1.9,-2,0,-2,3,108,109,-2,0
O=C(NCc1cccs1)C1CCN(S(=O)(=O)c2ccc(Cl)cc2)CC1,0.8,-2,2,-4,0,91,102,13,-1
O=C1CC(c2ccccc2Cl)CC(O)=C1C=Nc1ccccc1 (centres undefined),4.2,-1,2,2,1,93,94,4,-7
FC(F)(F)c1cccc(N/N=C/c2ccccc2)c1,·,-1,0,0,2,81,95,5,11
O=C1C=C(c2ccc3ccccc3c2)C[C@@H](c2ccc(Cl)cc2)C1,·,·,0,-7,2,103,104,-10,0
COc1ccc(CNC(=O)c2c[nH]c3c(OC)cc(OC)cc3c2=O)cc1,-2.0,1,0,0,2,106,99,-9,1
COc1cc(NC(=O)COC(=O)/C=C/c2ccc(Cl)cc2Cl)cc(OC)c1,2.7,7,0,-3,1,104,104,2,13
CN(C)C(CNc1ncnc2sccc12)c1cccs1 (centres undefined),0.5,3,0,-4,1,86,69,1,10
COc1cc2c(cc1OC)CN(C(=O)/C=C/c1cccc([N+](=O)[O-])c1)CC2,-3.1,-1,4,-4,1,81,92,1,1
CCOc1cc(/C=N/NC(N)=S)cc(Br)c1OCc1ccccc1C,-2.4,0,0,11,6,98,102,7,-26
CCn1cc([N+](=O)[O-])c(C(=O)N2N=C(c3ccc(Cl)c(Cl)c3)CC2c2ccccc2O)n1 (centres undefined),-0.2,-28,1,-3,-1,102,98,-4,9
COc1ccccc1N1CCN(CC(O)COc2cccc3ccccc23)CC1 (centres undefined),-0.2&-1.6,2&-3,0&0,-1&2,2&4,100&91,93&92,0&9,5&-4
C=CCNCCOc1ccc(C)cc1[N+](=O)[O-],0.2,-4,3,6,5,104,102,2,8
CCc1nc(SCC(=O)c2cc(C)ccc2C)n[nH]1,1.9,1,5,1,9,99,93,8,-9

# One compound at a time (already shown). Order of screens: MEX-5 binding | Fam108B inh | GRK2 aptamer HTS | MCL1 BIM primary | BCLXL inh | CIT2-GFP yeast | AGP1 TOR yeast | GLD-1 TGE inh | VLA-4 inh
# `O=C(C[n+]1cc(-c2ccccc2)n2c1CCCCC2)c1ccc(Cl)cc1` is listed with 0.7 | 1 | 0 | -8 | 3 | 102 | 99 | -1 | -1
# `FC(F)(F)c1cccc(N/N=C/c2ccccc2)c1` is listed with · | -1 | 0 | 0 | 2 | 81 | 95 | 5 | 11

# Additional records
SMILES,MEX-5 binding,Fam108B inh,GRK2 aptamer HTS,MCL1 BIM primary,BCLXL inh,CIT2-GFP yeast,AGP1 TOR yeast,GLD-1 TGE inh,VLA-4 inh
COC(=O)c1cnc(SCc2ccc(C)cc2)n1C,1.1,-2,0,2,3,92,101,2,1
Cc1cccc(C(=O)n2c(=S)nc3cc(C)ccn32)c1,-0.4,0,1,2,1,101,97,3,3
CCCC(=O)n1nc(-c2ccc(C)cc2)nc1NCc1ccco1,-0.1,-4,4,-7,1,103,105,-4,2
CCC(=O)N1CCc2cc(S(=O)(=O)N3CCc4ccccc4C3)ccc21,5.2,0,0,14,1,·,98,-6,13
CCc1ccc(C(=O)CSc2nnc(C3CC3)n2C2CC2)cc1,·,·,0,2,0,86,95,-3,-8
Cc1[nH]c(=O)[nH]c(=O)c1CSc1nnc([C@H](CC(C)C)NC(=O)OC(C)(C)C)o1,2.6,3,1,3,4,96,100,-6,21
N#Cc1nc(COc2ccccc2F)oc1NCCCn1ccnc1,2.5,2,0,-2,1,96,109,7,-1
CN(c1ccc(F)cc1)S(=O)(=O)c1ccc2[nH]cc(C(=O)O)c(=O)c2c1,·,-3,9,4,5,99,103,4,-10
CCc1ccccc1Oc1coc2cc(O)ccc2c1=O,1.1,-5,3,0,5,96,99,6,3
Cc1ccccc1C(=O)N1CCC(C(=O)Oc2ccc(C#N)cc2)CC1,1.3,0,2,3,4,93,92,2,16
Cc1ccc(NC(=S)Nc2c(C)n(C)n(-c3ccccc3)c2=O)cc1,0.3,1,0,4,5,101,97,3,-7
COCc1ccc([C@@H]2C[C@H]3CN(Cc4cccnc4)C(=O)[C@]34CCCN24)o1,2.7,0,3,9,6,100,97,4,11
COc1ccc(C(=O)N[C@H](C(=O)Nc2ccc(S(=O)(=O)N3CCOCC3)cc2)C(C)C)cc1,0.1,1,1,0,3,101,100,1,9
COc1ccc(CCC(=O)N(c2nnc(-c3cccnc3)s2)C(C)C)cc1,0.8,-4,7,5,8,102,103,2,41
OC(CNCc1ccccc1)COc1ccccc1 (centres undefined),3.4,0,·,2,5,·,·,4,·
CCOC(=O)C1(CCCc2ccccc2)CCN(C(=O)CCn2cncn2)CC1,-2.9,0,1,-1,6,101,104,4,-3
CCC(CC)C(=O)N1CCN(Cc2nc3ccccc3c(=O)[nH]2)CC1,2.0,-2,0,4,6,95,91,-1,13
N#Cc1nccnc1N1CCN(C(=O)Nc2ccccc2)CC1,0.0,-3,0,-2,-1,101,110,20,7
CCOCCCNC(=O)C1CCC(CNS(=O)(=O)c2ccc(Cl)cc2)CC1 (centres undefined),0.3,5,4,5,4,105,104,6,0
COc1cc(NC(=O)C2CC2)c(OC)cc1NC(=O)CCC(=O)NC1CCN(Cc2ccccc2)CC1,-1.3,0,0,8,0,101,104,8,14
O=C1CCC/C(=N\NC(=O)c2ccc(COc3ccccc3-c3ccccc3)cc2)C1,-3.6,1,3,4,6,113,106,3,-24
COc1ccccc1-c1nc(C#N)c(N2CCN(c3cccc(Cl)c3)CC2)o1,-1.1,-1,0,-4,2,97,101,0,2
Cc1ccc(S(=O)(=O)N2CCC(C(=O)NC3CC(C)(C)NC(C)(C)C3)CC2)cc1C,3.8,-2,0,3,3,118[may fluoresce green],105[may fluoresce green],4,-7
CCc1nnc(NC(=O)CCc2c[nH]c3ccccc23)s1,0.8,-4,1,-9,3,108,104,4,-4
CC12CCC(C(=O)N(NC(=O)c3ccc(O)cc3)C1=O)C2(C)C (centres undefined),1.6,-1,0,-1,-4,93,100,1,11
COc1cccc(-c2nc(NC(C)C)c3ccccc3n2)c1O,-1.9,11,0,5,4,93,88,0,6
COc1ccc(CCNC(=O)CCC(=O)Nc2ccc3nc(N4CCN(C)CC4)cc(C)c3c2)cc1OC,0.7,1,3,0,4,102,105,-1,-3
ClC1(Cl)CC1Cn1cnc2ccccc21 (centres undefined),1.8,-1,0,-11,-1,95,101,-2,-1
CCc1ccc(NC(=O)C(NS(=O)(=O)c2cccc3nsnc23)c2ccccc2)cc1 (centres undefined),-3.6,-1,2,1,-3,93,90,13,3
